RAD54 branch: inhibitors of human RAD54 branch migration. actives 0.14% (n = 360,000). RAD54 Holliday junction branch migration, FAM/BHQ fluorescence. inhibition, % at 10.4 µM;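 active = mean normalized replicate activity at least 40 and at least half of replicates scoring 40 or more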;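 also: 0% = median of neutral control wells and 100% = median of positive control wells; inhibitors cause a drop in the FAM fluorescence signal; in these data hits start at about 50%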
ERAP1 HTS inh: inhibitors of human ERAP1 aminopeptidase; inhibition, % at 10.7 µM; Q9NZ08; recombinant ERAP1, Leu-AMC fluorescence, 60 min; actives 0.15% (n = 340,000);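 active = mean replicate inhibition of at least 30%, or all replicates individually reaching that 30% level; inactive = mean below 30% and not every replicate reaching it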;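 also: 0% = neutral control wells and 100% = L-leucinethiol positive control wells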
Target sequence (Q9NZ08 whole entry, looked up): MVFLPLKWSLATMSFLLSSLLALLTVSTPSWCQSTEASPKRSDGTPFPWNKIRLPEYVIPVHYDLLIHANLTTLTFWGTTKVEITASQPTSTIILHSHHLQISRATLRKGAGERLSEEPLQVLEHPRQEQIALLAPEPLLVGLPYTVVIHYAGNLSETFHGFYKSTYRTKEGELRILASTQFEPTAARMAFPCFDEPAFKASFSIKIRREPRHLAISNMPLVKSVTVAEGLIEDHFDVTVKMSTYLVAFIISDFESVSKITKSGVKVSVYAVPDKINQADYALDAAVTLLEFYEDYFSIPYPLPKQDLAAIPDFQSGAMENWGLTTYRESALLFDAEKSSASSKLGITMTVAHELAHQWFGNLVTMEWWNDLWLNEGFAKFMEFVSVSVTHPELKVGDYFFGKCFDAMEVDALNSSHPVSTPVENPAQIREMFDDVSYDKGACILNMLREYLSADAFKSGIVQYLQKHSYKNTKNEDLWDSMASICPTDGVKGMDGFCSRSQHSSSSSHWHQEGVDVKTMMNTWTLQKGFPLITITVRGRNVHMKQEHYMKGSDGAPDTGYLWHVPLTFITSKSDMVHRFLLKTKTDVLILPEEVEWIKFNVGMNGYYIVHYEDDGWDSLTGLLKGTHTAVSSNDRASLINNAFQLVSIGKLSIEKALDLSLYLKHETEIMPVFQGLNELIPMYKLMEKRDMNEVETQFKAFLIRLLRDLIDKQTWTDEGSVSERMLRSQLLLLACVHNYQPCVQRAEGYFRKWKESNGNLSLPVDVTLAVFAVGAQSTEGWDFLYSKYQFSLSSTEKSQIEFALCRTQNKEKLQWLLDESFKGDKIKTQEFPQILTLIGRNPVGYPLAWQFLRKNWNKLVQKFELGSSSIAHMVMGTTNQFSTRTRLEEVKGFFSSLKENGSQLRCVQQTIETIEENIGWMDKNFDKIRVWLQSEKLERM
F508del corr: correctors of CFTR F508del function in bronchial epithelial cells; CFBE cells, YFP halide quenching; stimulated with forskolin plus potentiator P3; % fluorescence drop versus neutral controls; activity (quench increase), % at 7.58 µM; actives 0.36% (n = 350,000);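 active = mean added fluorescence quench of at least 8% versus neutral control, with both replicates also reaching 8%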;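 also: cells transiently co-express mutant CFTR-F508del with the halide-sensitive YFP; corrector assay measuring rescue of mutant channel to the surface after 24 h compound exposure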
RAD52 inh: inhibitors of human RAD52 DNA annealing; P43351; recombinant RAD52 DNA annealing, FRET fluorescence; inhibition, % at 18.7 µM; actives 0.46% (n = 360,000);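 active = every replicate showing at least 50% inhibition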
ARNT TACC3 PPI: ARNT/TACC3 interaction disruption; Q9Y6A5; inhibition, % at 9.99 µM; AlphaScreen His-ARNT PAS-B/GST-TACC3 binding, luminescence; TACC3 fragment carries E629A point mutation; actives 0.66% (n = 390,000);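 active = mean inhibition of replicates at least 50% and at least half of replicates each reaching 50%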;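 also: 0% = complete ARNT plus TACC3 wells and 100% = ARNT alone without TACC3; many hits fall short of the cut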
esBAF inh: inhibitors of esBAF chromatin remodeling in mouse ES cells. Bmi1-luciferase knock-in reporter, 24 h; 100% = twice the neutral-well signal. reporter increase, % at 12.5 µM. actives 2% (n = 350,000); in the data active = activation above about 40%;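 also: 0% = median of the plate's neutral control wells and 100% = double that signal; a rise in the Bmi1 reporter signal indicates esBAF inhibition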
XiGFP reactiv: activators of X-chromosome reactivation in mouse fibroblasts; actives 0.055% (n = 360,000); XiGFP mouse fibroblasts, % GFP-positive cells imaging, 3 d; cells co-treated with 5-aza-dC sensitizer; scaled so ellipticine positive control = 100%; activation, % at 7.58 µM; AID 743238;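 active = mean normalized replicate activation at least 10% and every replicate at or above 10%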;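 also: 0% = median of on-plate neutral control wells and 100% = ellipticine 6 µM median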
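material = 68-5-11 XiGFP fibroblast line | medium = DMEM plus 5-aza-dC sensitizer | schedule = 3 days compound exposure | benchmarks = positive control ellipticine, 6 µM final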
INS-1E GSIS act: GLuc luminescence reporter in INS-1E cells, primary screen for activators of glucose-dependent secretion of insulin | activation, % at 16.6 µM | actives 0.61% (n = 370,000) | INS-1E GLuc reporter insulin secretion, 2-3 h | AID 743287;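 active = lowest replicate activation of at least 40%, so every replicate reaches that level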;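 also: 0% = median of neutral control wells and 100% = median of IBMX positive control wells; some compounds called inactive have numbers as strong as hits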
Numbers without * were called inactive; nt = no result given.

SMILES | RAD54 branch | ERAP1 HTS inh | F508del corr | RAD52 inh | ARNT TACC3 PPI | esBAF inh | XiGFP reactiv | INS-1E GSIS act
O=C(c1ccc(Oc2ccc([N+](=O)[O-])cc2Cl)cc1)N1CCCC1 | nt | 8 | nt | -4 | 4 | nt | 0.0 | -11
Cc1ccc(NC(=O)CCN2C(=O)C3CCCCC3C2=O)cc1[N+](=O)[O-] (configuration not stated) | 7 | 0 | -1.8 | -8 | -1 | 1 | 0.1 | 4
COc1ccc(CC(=O)Oc2ccc(Br)cc2F)cc1S(=O)(=O)N1CCOCC1 | 8 | -5 | 3.2 | -6 | 0 | -8 | 0.0 | -24
O=C(Oc1ccc2ccccc2c1)c1cncc(Br)c1 | nt | -2 | -3.9 | -4 | 30 | nt | nt | 5
CCN(CC(=O)Nc1ccccc1OC)CC(=O)Nc1ccccc1-c1ccccc1 | nt | -1 | -0.7 | -16 | -6 | nt | 0.2 | -16
CCOC(=O)CNC(=O)Cn1cnc2c(nnn2-c2cccc(OC)c2)c1=O | -7 | -3 | -1.2 | -3 | -14 | -7 | 0.2 | nt
CCCn1c(=NC(=O)CCS(=O)(=O)c2ccccc2)sc2cc(S(N)(=O)=O)ccc21 | -4 | 1 | 4.0 | -1 | 25 | -6 | 0.6 | 14
CC(=O)Nc1cccc(-c2ccnc3c2CC(C)(C(=O)NCc2ccco2)O3)c1 (configuration not stated) | -12 | 0 | 7.4 | -11 | nt | -4 | 0.4 | -6
CN(C)C(=O)C[C@@H]1C[C@H]2c3cc(NS(=O)(=O)c4ccccc4)ccc3O[C@H]2[C@@H](CO)O1 | 7 | -1 | 2.1 | -9 | -2 | -7 | -0.1 | 14
C=CCn1c(SCc2cccc(OC)c2)nnc1-c1ccncc1 | 2 | 1 | 3.0 | 11 | 34 | -8 | 0.0 | -2
Cc1c(C)c2ccc(OCC(=O)N3CCOCC3)c(C)c2oc1=O | -11 | -2 | -0.3 | -7 | -2 | 18 | 0.0 | 5
C[C@@H]1CN([C@@H](C)CO)C(=O)Cc2cc(NS(=O)(=O)c3ccc(Cl)cc3)ccc2O[C@@H]1CN(C)Cc1ccc(Oc2ccccc2)cc1 | 4 | 2 | -2.0 | -12 | -1 | -2 | -0.5 | -3
CC1C(=O)N2CCCc3cc(S(=O)(=O)N(C)Cc4ccccc4)cc1c32 (configuration not stated) | 1 | -3 | -1.0 | -9 | -6 | 10 | 0.1 | 6
O=C(c1cccs1)N1CCCc2ccccc21 | 0 | 0 | -1.9 | -8 | 1 | -14 | nt | 25
CCCNC(=O)[C@@H]1[C@@H](CO)[C@@H]2Cn3c(ccc(-c4ccccc4F)c3=O)[C@H]1N2CCC | nt | nt | 0.2 | nt | nt | 6 | 0.7 | -9
CCOC(=O)[C@]12CCCC=C1N(Cc1ccc(Cl)cc1Cl)C(=O)[C@H](CC(=O)N1CCCC1)C2 | nt | 1 | 0.5 | -3 | nt | nt | -0.1 | nt
Cc1cccc(OCC(=O)Nc2ccccc2F)c1 | nt | 8 | -3.4 | -20 | -19 | nt | -0.1 | 20
O=C(c1cccs1)N1CCC(c2nc(-c3ccc(S(=O)(=O)N4CCOCC4)cc3)no2)CC1 | -3 | nt | nt | nt | 1 | -5 | nt | -19
CSCCC(=O)N1CCCC(CNC(=O)c2ccc(-c3ccccc3)cc2)C1 (configuration not stated) | nt | 8 | 0.4 | -4 | nt | nt | 0.0 | 1
CCCN(C)C[C@H]1OCCCC[C@@H](C)Oc2ccc(N(C)C)cc2C(=O)N([C@H](C)CO)C[C@H]1C | -1 | 1 | 0.9 | 9 | 27 | 4 | 0.0 | -3
C[C@@H]1CN([C@@H](C)CO)C(=O)c2ccccc2-c2ccccc2CO[C@H]1CN(C)CC1CC1 | 2 | -3 | 3.0 | 1 | -1 | -4 | -0.2 | 10
C[C@@H]1CCCCO[C@@H](CN(C)C(=O)CCCN(C)C)[C@@H](C)CN([C@@H](C)CO)C(=O)c2cc(NS(=O)(=O)c3ccc(Cl)cc3)ccc2O1 | 11 | -2 | -0.9 | 15 | -5 | 9 | -0.2 | -3
Cc1cccc(N=C2CCCC2C(=O)Nc2cccc(C)c2C)c1C (configuration not stated) | -2 | 2 | -1.6 | -6 | 0 | 16 | 0.2 | -8
Cc1ccccc1C(=O)Nc1cccc(C(=O)Nc2ccccc2C(=O)O)c1 | 3 | -5 | 1.8 | -13 | 6 | 9 | 0.0 | -7
O=C(NC(=O)N1CCSCC1)c1c(Cl)cccc1Cl | nt | 5 | 1.1 | -4 | -3 | nt | 0.4 | -8

The list goes on:
SMILES | RAD54 branch | ERAP1 HTS inh | F508del corr | RAD52 inh | ARNT TACC3 PPI | esBAF inh | XiGFP reactiv | INS-1E GSIS act
O=C(NCCc1ccccc1)C1CCC(=O)N(Cc2ccc(Cl)cc2)C1 (configuration not stated) | -18 | 1 | 2.5 | -12 | -5 | nt | 0.3 | 3
CC(C)(C)OC(=O)N1CCC(Cc2cc(-c3ccccc3)no2)(C(=O)O)CC1 | -4 | 1 | 0.4 | -27 | -2 | -3 | 0.0 | -11
O=C(COC(=O)COc1ccccc1[N+](=O)[O-])Nc1ccc2c(c1)OCO2 | -6 | 0 | 5.7 | 3 | -2 | 2 | 0.0 | nt
COC(=O)c1c(NC(C)=O)sc(C(=O)Nc2ccccc2C)c1C | nt | -2 | -3.2 | -10 | nt | nt | -0.1 | 6
CN(C)C(=O)[C@H]1[C@H](CO)[C@H]2Cn3c(ccc(-c4ccncc4)c3=O)[C@@H]1N2CC1CC1 | 0 | 6 | nt | -6 | -4 | -5 | 0.0 | 1
O=c1c2ccccc2ncn1CCc1ccncc1 | nt | -1 | 0.3 | -7 | -4 | nt | 0.2 | 2
CCC(C)NCC(=O)Nc1ccc([N+](=O)[O-])cc1C(=O)Nc1ccccc1F (configuration not stated) | 3 | -2 | 0.6 | -15 | -7 | nt | -0.1 | 19
CCN(Cc1ccccc1)S(=O)(=O)c1ccc(C(=O)N(CCCN(C)C)c2nc3c(F)cccc3s2)cc1 | 2 | -1 | -4.0 | -5 | 14 | -6 | 0.1 | -17
OC[C@@H]1CN(Cc2ccc(Cl)cc2)C[C@H](n2cnc3c(NCc4ccncc4)ncnc32)O1 | -13 | -5 | 7.8 | -26 | nt | 1 | 0.0 | -1
CCOc1ccccc1/C=N/NC(=O)C[n+]1ccccc1 | -5 | -2 | 0.2 | -8 | 6 | -9 | 0.5 | 24
Cc1noc(C)c1S(=O)(=O)Nc1ccc2c(c1)C(=O)N([C@@H](C)CO)C[C@H](C)[C@@H](CN(C)C(=O)CCC(F)(F)F)OCCCC[C@H](C)O2 | 1 | 0 | -2.1 | 6 | 0 | 5 | 0.0 | 3
Cc1ccsc1C(=O)NN=C1CCCCCC1 | 1 | -1 | -0.7 | -7 | nt | 17 | 0.0 | 7
CCCN1C[C@H](C)[C@@H](OC)CN(C)C(=O)c2cc(NC(=O)Nc3cccc(F)c3)ccc2OC[C@H]1C | 8 | nt | 3.1 | nt | 7 | -3 | 0.1 | -4
CC12CCC(C(=O)Nc3nc4ccccc4s3)(OC1=O)C2(C)C (configuration not stated) | 4 | 15 | -4.5 | 9 | -5 | nt | -0.3 | nt
C[C@@H]1CN([C@H](C)CO)C(=O)c2cc(N(C)C)ccc2O[C@H]1CN(C)S(C)(=O)=O | -3 | 0 | -3.9 | 3 | 4 | 8 | -1.2 | -1
CCOc1cc(NC(=S)NCC2CCCO2)c(OCC)cc1NC(=O)CC(C)C (configuration not stated) | nt | 7 | nt | -15 | 6 | nt | 0.1 | -18
O=C(NCC[C@H]1CC[C@@H](NS(=O)(=O)c2ccc(F)cc2)[C@H](CO)O1)c1ccccc1F | nt | -1 | 1.8 | -3 | nt | nt | -0.1 | 9
COc1ccccc1C(=O)COC(=O)CSCC(=O)Nc1cc(C)on1 | -5 | 2 | 0.7 | -2 | -5 | 3 | 0.1 | 2
COc1cc(CNC2CCCCCCC2)c(Br)cc1OCCO | -3 | -4 | 0.3 | 3 | 0 | 3 | 0.0 | 12
C[C@H]1CN([C@@H](C)CO)C(=O)c2cccc(NC(=O)c3ccc(-c4nccs4)cc3)c2O[C@@H]1CN(C)Cc1ccc(Oc2ccccc2)cc1 | -32 | -5 | 0.4 | -1 | -24 | 3 | -1.0 | 1
COc1ccc(S(=O)(=O)N[C@@H]2CC[C@@H](CC(=O)N3CCc4ccccc4C3)O[C@H]2CO)cc1 | -14 | -1 | -0.5 | -15 | 2 | -5 | -0.3 | -2
CCOC(=O)c1c(CSC(=N)N)n(-c2ccccc2)c2cc(Br)c(OC(C)=O)cc12 | nt | -5 | 0.1 | 35 | 28 | -6 | 0.0 | -21
Cc1cc(C)cc(NC(=O)C2CCCN(c3ncccn3)C2)c1 (configuration not stated) | 5 | -2 | -2.1 | -5 | 13 | -2 | 0.4 | 10
O=C(N[C@H]1C=C[C@@H](CC(=O)N2CCc3ccccc3C2)O[C@H]1CO)C1CCOCC1 | nt | 2 | -3.3 | -1 | nt | nt | -0.5 | 2
CCS(=O)(=O)Nc1ccc2c(c1)C(=O)N(C)C[C@@H](OC)[C@@H](C)CN(CCC(F)(F)F)[C@H](C)CO2 | -6 | nt | 5.8 | -1 | -1 | 0 | 0.1 | -7

Sorted by the number under INS-1E GSIS act (low to high): some entries from above.
SMILES,INS-1E GSIS act
CCOc1cc(NC(=S)NCC2CCCO2)c(OCC)cc1NC(=O)CC(C)C (configuration not stated),-18
CC(C)(C)OC(=O)N1CCC(Cc2cc(-c3ccccc3)no2)(C(=O)O)CC1,-11
COc1ccccc1C(=O)COC(=O)CSCC(=O)Nc1cc(C)on1,2
O=C(NCC[C@H]1CC[C@@H](NS(=O)(=O)c2ccc(F)cc2)[C@H](CO)O1)c1ccccc1F,9
CCOc1ccccc1/C=N/NC(=O)C[n+]1ccccc1,24

The listing picks up; the 2 compounds before the break are reprinted first.
SMILES | RAD54 branch | ERAP1 HTS inh | F508del corr | RAD52 inh | ARNT TACC3 PPI | esBAF inh | XiGFP reactiv | INS-1E GSIS act
O=C(N[C@H]1C=C[C@@H](CC(=O)N2CCc3ccccc3C2)O[C@H]1CO)C1CCOCC1 | nt | 2 | -3.3 | -1 | nt | nt | -0.5 | 2
CCS(=O)(=O)Nc1ccc2c(c1)C(=O)N(C)C[C@@H](OC)[C@@H](C)CN(CCC(F)(F)F)[C@H](C)CO2 | -6 | nt | 5.8 | -1 | -1 | 0 | 0.1 | -7
Cc1nc2ccccc2n1CC(=O)NC1CCCCCC1 | -10 | 0 | -2.0 | -16 | -3 | 6 | -0.1 | -1
COC(=O)[C@@]12CCCN1[C@H](c1ccc(-c3ccc(OC)cc3)cc1)[C@@H]1C(=O)N(C)C(=O)[C@@H]12 | -6 | 4 | -0.2 | -72 | 2 | 6 | 0.0 | 2
Cc1ccc(-c2ccc3c(c2)O[C@@H](CN(C)C(=O)Nc2ccc(F)cc2)[C@@H](C)CN([C@H](C)CO)S3(=O)=O)cc1 | 8 | 0 | 8.5* | 10 | 8 | 1 | -1.1 | -25
COc1ccc(Cn2nnnc2C(CC(C)C)N2CCC(C(N)=O)CC2)cc1 (configuration not stated) | nt | -1 | 0.2 | -15 | -27 | nt | 0.0 | 8
C[C@@H]1CN([C@@H](C)CO)C(=O)c2cc(C#CC3CC3)cnc2O[C@@H]1CN(C)Cc1ccccn1 | 0 | -2 | -2.5 | 16 | 10 | 4 | -0.3 | 13
CNC(=O)C[C@@H]1CC[C@H]2[C@H](COc3ccc(NC(=O)Cc4cccs4)cc3C(=O)N2C)O1 | -12 | nt | 1.9 | nt | -3 | -6 | 0.4 | 6
O=C(O)/C(=C\c1cn(-c2ccccc2)nc1-c1cccnc1)NC(=O)c1ccccc1 | -8 | 3 | 0.0 | -4 | -2 | -3 | -0.2 | 28
CC(C)N(CCn1c(SCC(=O)Nc2cccnc2Cl)nc2ccccc2c1=O)C(C)C | -15 | 2 | 0.6 | -12 | 10 | 0 | 0.0 | 13
